Screens from PubChem.
NOD1 NF-kB reporter = inhibition of NOD1-driven NF-kB reporter – cell-based, luminescence, uHTS, primary screen (AID 1578). NOD1-driven NF-kB luciferase reporter cells, luminescence; higher % means a stronger effect. inhibition, % at 4 µM; hits with a dose series show EC50 in µM. hit rate 1% among 290,000; in the data active means inhibition mostly above about 36%, no sharp cut-off; inactive means mostly below about 34%;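 further: HEK-293T reporter cells stimulated with the NOD1 agonist gamma-tri-DAP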
GPR55 beta-arrestin = selective activators of receptor GPR55 – imaging, U2OS cells, beta-arrestin-GFP redistribution, primary screen (AID 1961) | activation, % at 10 µM, or EC50 in µM where a hit was titrated | U2OS GPR55 beta-arrestin-GFP redistribution imaging; higher % means a stronger effect | hit rate 0.048% among 290,000;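 active means activation above 40% with more than 50 cells counted in the well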;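 further: U2OS osteosarcoma cells stably expressing GPR55 and beta-arrestin-GFP; plate controls were DMSO negative control for no effect and LPI positive control for full effect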
KOR beta-arrestin-1 = KOR agonists, beta-arrestin recruitment, primary screen, cell-based, luminescence, uHTS (AID 1777); KOR beta-arrestin recruitment, luminescence; higher % means a stronger effect; one-dose activation, % at 10 µM; EC50 in µM for titrated hits; hit rate 0.02% among 280,000; in the data active means activation above about 50%, passing the limit was not always enough; further: a part of the inactive calls stands beside numbers as strong as those of hits
HIV peptide binding = inhibitors of HIV fusion peptide binding, primary screen, biochemical, uHTS, fluorescence dequenching (AID 1986) | inhibition, % at 20 µM; hits with a dose series show IC50 in µM | cell-free peptide binding, fluorescence dequenching, 30 min; higher % means a stronger effect | hit rate 0.3% among 290,000; in the data active means inhibition mostly above about 52%, no sharp cut-off; inactive means mostly below about 76%; further: some results filed as inactive read as strong as hits
NOD2 inhibition = NOD2 signaling inhibitors, cell-based, luminescence, uHTS, HEK293 (AID 1566). hit rate 0.63% among 290,000. inhibition, % at 4 µM, or EC50 in µM where a hit was titrated. HEK293 NOD2/NF-kB luciferase reporter, luminescence; higher % means a stronger effect; further: many of its hits are not listed in these tables
KOR beta-arrestin-2 = kappa opioid receptor blockers – cell-based, luminescence, uHTS (AID 1778) | KOR beta-arrestin recruitment, luminescence, antagonist mode; higher % means a stronger effect | one-dose inhibition, % at 10 µM; IC50 in µM for titrated hits | hit rate 0.091% among 290,000; further: strong numbers were not always called active
Myeloid diff 2 = promotes myeloid progenitor differentiation | ER-HoxA9 myeloid progenitors, lysozyme-GFP differentiation, flow cytometry | calls only at 10 µM | hit rate 1% among 360,000 | AID 624256;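 active means normalized GFP-positive differentiation at or above the plate's own cutoff, the solvent-only control mean plus 3 SD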;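 further: cells exposed to compound for four days before flow analysis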
GPR35 arrestin U2OS = GPR35 antagonists blocking zaprinast-driven arrestin recruitment, primary screen, imaging, U2OS, beta-arrestin-GFP, zaprinast agonist (AID 2058); hit rate 0.052% among 290,000; U2OS GPR35 beta-arrestin-GFP translocation imaging, zaprinast antagonism; higher % means a stronger effect; inhibition, % at 10 µM, or IC50 in µM where a hit was titrated;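 active means inhibition of at least 50% with at least 30 cells and total cytoplasm GFP at most 10,000,000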
GPR55 LPI antagonism = inhibition of LPI-stimulated GPR55 beta-arrestin translocation – imaging, U2OS, beta-arrestin-GFP, LPI agonist, primary screen (AID 2013); U2OS GPR55 beta-arrestin-GFP translocation imaging, LPI antagonism; higher % means a stronger effect; inhibition, % at 10 µM; hits with a dose series show IC50 in µM; hit rate 0.13% among 290,000;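 active means spots per cell inhibited over 60%, with over 100 cells counted and total cytoplasm intensity under 500,000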;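 further: U2OS cells stably carrying GPR55 and arrestin-GFP stimulated by 5 µM LPI near EC80; imaged beta-arrestin-GFP aggregate spots per cell after agonist stimulation; plate controls were LPI-stimulated DMSO wells for no effect and DMSO wells without LPI for full effect; some results filed as inactive read as strong as hits; confirmed hits need IC50 under 10 µM and bright autofluorescent wells are also inconclusive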
Myeloid diff 2 GFP+ MAC1+ % = second read-out of Myeloid diff 2, no call of its own (marks repeat the call); GFP+ MAC1+ double positive, %; measured here: differentiation confirmed by MAC1 staining
* = called active by the depositor; i = inactive; . = not tested or not shown; [ ] = dose if it differs, or a comment. Unless noted, no stated cut-off is given here; in the data, active means inhibition above about 50%; inactive means the rest. An excerpt; the hit share may differ from the screen's.

Each structure is followed by: KOR beta-arrestin-1 | NOD1 NF-kB reporter | KOR beta-arrestin-2 | Myeloid diff 2 GFP+ MAC1+ % | GPR55 beta-arrestin | HIV peptide binding | GPR55 LPI antagonism | NOD2 inhibition | GPR35 arrestin U2OS | Myeloid diff 2
- O=C(COC(=O)c1ccc(N2CCCC2=O)cc1)c1ccc(OC(F)F)cc1
→ 1.7% | -34% | -19% | 0.2 | -0.2% | 1.5% | 7% | -10% | 1% | i
- Cc1ccnc2nc(C(=O)Nc3nccs3)nn12
→ -2.6% | -28% | -17% | 0.7 | 0.0% | 1.4% | 2% | 3% | -2% | i
- CCOC(=O)C[n+]1c(C)ccc2c1CCC2
→ -4.6% | -14% | 20% | 1.4 | 0.1% | 3.3% | 15% | 12% | -13% | i
- Cc1c(C(=O)Nc2c(F)cccc2F)sc2ncn(CC(=O)N3CCCCC3)c(=O)c12
→ 1.0% | -14% | -13% | 8.8 | -0.1% | 1.5% | -15% | 16% | -2% | i
- O=C(NCc1cccs1)C1CC(=O)N(C2CCCC2)C1 (centres undefined)
→ -3.2% | 13% | -7% | 12 | 0.1% | -0.5% | 4% | 24% | 6% | i
- Cc1n[nH]c(C)c1S(=O)(=O)N1CCN(C2CCCCC2)CC1
→ 7.1% | 0% | -38% | 1.3 | -0.1% | -1.7% | 2% | -7% | -8% | i
- COc1cc(S(=O)(=O)N2CCN(Cc3ccc4c(c3)OCO4)CC2)c(C)cc1C
→ 0.6% | -19% | 45% | 2.2 | -0.1% | -0.9% | 5% | 0% | 7% | i
- N#CCCN(Cc1ccccc1)C(=O)Nc1ccc(F)cc1
→ 0.1% | -12% | 6% | 0.8 | -0.2% | -0.3% | 15% | -16% | 3% | i
- COC(=O)c1ccc(CN2CCN(CC=C(C)C)C(CCO)C2)cc1 (centres undefined)
→ . | -20% | -21%[20 µM] | 0.3 | -0.1% | -0.8% | 15% | 10% | 8% | i
- Cc1ccc(NC(=S)Nc2ccccn2)cc1C
→ 5.7% | -3% | -6% | 0.7 | 14% | -1.5% | 9% | -103% | 12% | i
- Cc1ccc(CN2C(=O)CCC2(C)C(=O)NCc2cccnc2)cc1 (centres undefined)
→ -7.4% | 28% | 11% | 0.9 | -0.1% | -1.9% | -4% | 14% | 6% | i
- CCc1ccccc1NC(=O)c1nnn(CC(=O)Nc2ccccc2C)c1N
→ 3.3% | 2% | -22% | 0.2 | -0.2% | -0.1% | -8% | -6% | -7% | i
- COc1ccc(NC(=O)COc2ccc(C(=O)OCC(=O)N(C)C3CCS(=O)(=O)C3)cc2OC)cc1 (centres undefined)
→ 2.5% | -30% | -8% | 0.7 | -0.3% | -0.4% | 2% | -5% | -5% | i
- CC(C)N1CCC(N2CCN(Cc3cccc4nonc34)CC2CCO)CC1 (centres undefined)
→ . | -38% | -23%[20 µM] | 0.2 | -0.1% | 0.7% | 22% | -8% | 12% | i
- Cc1ccc(NC(=O)CSc2nnc(-c3cnccn3)n2-c2ccccc2)cc1
→ 0.9% | -33% | 11% | 1.2 | 0.0% | 1.1% | 12% | 14% | 14% | i
- Cc1ccccc1NC(=O)Cn1c(=O)n(Cc2ccccc2)c(=O)c2c(C)c(C)sc21
→ -2.1% | -40% | 10% | 0.7 | -0.2% | -0.5% | -1% | 12% | 5% | i
- CN(C1CCCCC1)S(=O)(=O)c1ccc(S(=O)(=O)N2CCCC2)cc1
→ 3.0% | -3% | 23% | 1.6 | 0.1% | -0.1% | -6% | -6% | -1% | i
- O=C(O)CCCC(=O)N1N=C(c2ccccc2)CC1c1cccs1 (centres undefined)
→ 1.3% | -14% | 14% | 0.2 | -0.2% | -0.1% | 11% | -20% | 3% | i
- O=C1Nc2ccccc2O/C1=C\c1ccccc1Br
→ -2.4% | -1% | 16% | 1.2 | 0.0% | -0.4% | 4% | 9% | 4% | i
- CCC(=O)/C=C1/Sc2ccc(OC)cc2N1CCO
→ -0.9% | -13% | 13% | 0.1 | -0.1% | -0.4% | -2% | 7% | 15% | i

The listing continues:
Each structure is followed by: KOR beta-arrestin-1 | NOD1 NF-kB reporter | KOR beta-arrestin-2 | Myeloid diff 2 GFP+ MAC1+ % | GPR55 beta-arrestin | HIV peptide binding | GPR55 LPI antagonism | NOD2 inhibition | GPR35 arrestin U2OS | Myeloid diff 2
- O=C(O)Cc1ccc(NS(=O)(=O)c2c(Cl)cccc2Cl)cc1
→ -3.0% | -50% | -10% | 0.7 | -0.4% | 1.3% | 4% | -14% | 2% | i
- O=c1c2ccccc2nnn1Cc1ccccn1
→ -6.2% | 11% | 22% | 5.1 | -0.1% | 0.9% | -2% | -18% | 4% | i
- Cc1nnc(NC(=O)Nc2cccc(Cl)c2)s1
→ 0.7% | -15% | 16% | 0.7 | 0.2% | 2.0% | 13% | -30% | -9% | i
- CN(C)C(=O)c1ccc(Cl)cc1[N+](=O)[O-]
→ -0.1% | -18% | -14% | 0.1 | 0.5% | 1.3% | 8% | 16% | 10% | i
- Cc1ccc(C(=O)NCCONC(=O)c2ccc(C)cc2)cc1
→ 11% | -18% | -23% | 2.4 | -0.1% | 1.8% | 11% | 2% | -5% | i
- COc1ccc(S(=O)(=O)N2CCN(Cc3ccccc3)CC2)cc1
→ -0.3% | -30% | -29% | 7.5 | -0.3% | -1.8% | -6% | -8% | -7% | i
- CC(C)Oc1ccc(C(=O)NC(Cc2c[nH]c3ccccc23)C(=O)NN)cc1 (centres undefined)
→ 2.2% | -10% | -18% | 0.4 | -0.1% | 0.7% | 10% | 0% | 14% | i
- COc1cc(/C=N/NC(=O)c2ccc(Cl)cc2)ccc1OCC(=O)N1CC(C)OC(C)C1 (centres undefined)
→ 2.2% | -22% | -29% | 0.4 | 0.0% | 1.0% | -2% | 6% | -8% | i
- O=C(NC(=S)NC1CCCCCC1)c1cncc(Br)c1
→ -2.8% | -40% | 17% | 1.3 | -0.3% | -1.0% | 9% | -49% | . | i
- Brc1cccc(-c2nnc3sc(CN4CCCCC4)cn23)c1
→ -0.8% | -8% | 4% | 6.8 | 0.6% | -1.9% | 5% | 4% | 4% | i
- O=C(CCSc1ccccn1)c1ccccc1
→ 0.5% | -32% | -14% | 0.5 | -0.3% | -1.1% | 7% | -2% | -12% | i
- O=C(NCc1cccs1)c1ccc(CS(=O)Cc2ccccc2Cl)o1 (centres undefined)
→ 11% | -8% | 7% | 1.5 | -0.1% | -0.5% | 9% | -4% | 30% | i
- CCc1cccc(C)c1N(C(=O)Cn1c(COC)nc2ccccc21)C(C)COC (centres undefined)
→ . | -5% | . | 1.1 | -0.2% | -1.7% | -6% | -3% | -5% | i
- CC1CCN(S(=O)(=O)c2ccc(C(=O)NCc3ccc4c(c3)OCO4)cc2)CC1
→ 0.6% | -41% | -42% | 12 | 0.2% | 0.4% | 14% | -10% | -3% | i
- O=C(NCc1cccnc1)c1ccc(Cn2cc(C(F)(F)F)ccc2=O)cc1
→ -2.2% | -2% | -9% | 0.2 | 1.3% | -1.5% | -1% | 8% | 4% | i
- CN(C(=O)COc1ccc(Oc2ccccc2)cc1)C1CCS(=O)(=O)C1 (centres undefined)
→ 5.5% | 7% | -37% | 0.3 | -0.2% | 1.2% | -11% | 28% | 2% | i
- Cc1cc(NCc2ccccc2)n2ncc(-c3ccccc3)c2n1
→ -4.5% | 2% | 33% | 0.3 | 0.0% | -0.2% | -7% | -192% | -3% | i
- Cc1cccc(-n2c(C)cc(C(=S)N3CCOCC3)c2C)c1C
→ . | -6% | -35%[20 µM] | 0.2 | 0.2% | -1.4% | 32% | -12% | 10% | i
- NS(=O)(=O)c1cc(C(=O)NCCOc2ccccc2)c(Cl)cc1Cl
→ 2.2% | -14% | 14% | 1.0 | -0.2% | 0.4% | 10% | -3% | 0% | i
- Cc1cc(NC(=O)CSCC(=O)N(c2cccc(Cl)c2)C(C(=O)NC2CCCCC2)c2ccc(O)c(O)c2)no1 (centres undefined)
→ 0.2% | -20% | -10% | 0.4 | 0.2% | 11% | 5% | 7% | -3% | i

The list continues:
Each structure is followed by: KOR beta-arrestin-1 | NOD1 NF-kB reporter | KOR beta-arrestin-2 | Myeloid diff 2 GFP+ MAC1+ % | GPR55 beta-arrestin | HIV peptide binding | GPR55 LPI antagonism | NOD2 inhibition | GPR35 arrestin U2OS | Myeloid diff 2
- COc1ccc(C)cc1NC(=O)CSc1nnnn1Cc1ccccc1
→ -2.7% | -39% | 25% | 0.5 | -0.2% | -1.2% | 7% | 17% | 7% | i
- CSc1nnc2c3cc(F)ccc3n(C)c2n1
→ 0.8% | -8% | -24%[20 µM] | 1.3 | -0.2% | 0.8% | -8% | -7% | 8% | i
- COc1ccccc1N(CC(=O)N/N=C/c1c(O)ccc2ccccc12)S(C)(=O)=O
→ 3.6% | -41% | 44% | 1.8 | -0.4% | -1.2% | 8% | -12% | -6% | i
- O=C(CSc1nnc(-c2ccc(O)cc2)n1Cc1ccccc1)NNC(=O)c1ccc(Br)cc1
→ -1.2% | -16% | 19% | 0.6 | 0.2% | 0.7% | 7% | 1% | -7% | i
- COc1ccc(Cl)cc1-c1nc(SCC(=O)NC(C)(C)C)n[nH]1
→ -5.4% | -13% | 5% | 0.8 | 0.0% | 2.2% | 3% | 16% | -7% | i
- COc1ccc(CCNC(=O)C2(c3ccccc3)CC2)cc1
→ -3.9% | -9% | 24% | . | -0.1% | -1.6% | 11% | 6% | -2% | .
- CCCSCCCNC(=O)Cn1cc2c(n1)CCC(C)C2 (centres undefined)
→ -1.4% | -20% | -4% | 1.7 | -0.2% | -3.4% | -7% | 2% | 26% | i
- O=C(CSc1nnc(CNC(=O)C23CC4CC(CC(C4)C2)C3)n1-c1ccc(F)cc1)Nc1ccc(F)cc1
→ -2.3% | -28% | 18% | 1.3 | -0.2% | -1.9% | 6% | -16% | 2% | i
- Cc1ccc2c(c1)NCCO2
→ 1.3% | -3% | -15% | 7.1 | 1.1% | 1.0% | 0% | 10% | -3% | i
- COC(=O)c1[nH]c2ccc(Cl)cc2c1NC(=O)C1CC1
→ -2.6% | -13% | -4% | 0.9 | -0.1% | -2.4% | 27% | 13% | 5% | i
- Cc1ccc(C)c(NC(=O)c2nnn(Cc3ccccc3)c2N)c1
→ -1.2% | -14% | 9% | 0.5 | -0.1% | 0.2% | 11% | -12% | 12% | i
- CCOC(=O)c1ccc(NC(=O)CCS(=O)(=O)Cc2ccccc2)cc1
→ 2.3% | 4% | -13% | 2.1 | 0.3% | 3.4% | 3% | 9% | -3% | i
- O=C(NN1CCOCC1)c1ccc([N+](=O)[O-])cc1
→ -1.7% | -32% | 6%[20 µM] | 0.5 | 0.3% | -0.7% | 3% | -2% | -2% | i
- O=C(CSc1ccc(-c2cccs2)nn1)Nc1ccccc1
→ 1.1% | -8% | -10% | 0.1 | -1.0% | 0.3% | -8% | 11% | -15% | i
- Cc1ccc(NC(=O)COc2ccc(/C=N/NC(=O)CSCc3ccccc3)cc2)cc1
→ -2.4% | -32% | 19% | 6.8 | 0.5% | 3.4% | 10% | -10% | -19% | i
